HDAC3 inhib: human HDAC3 inhibition. 320,000 tested, 0.15% active. O15379. inhibition, % at 8.3 µM. recombinant HDAC3, fluorogenic peptide/trypsin coupled, fluorescence; in the data active = inhibition above about 26%, passing the limit was not always enough
Target sequence (O15379 whole entry, looked up): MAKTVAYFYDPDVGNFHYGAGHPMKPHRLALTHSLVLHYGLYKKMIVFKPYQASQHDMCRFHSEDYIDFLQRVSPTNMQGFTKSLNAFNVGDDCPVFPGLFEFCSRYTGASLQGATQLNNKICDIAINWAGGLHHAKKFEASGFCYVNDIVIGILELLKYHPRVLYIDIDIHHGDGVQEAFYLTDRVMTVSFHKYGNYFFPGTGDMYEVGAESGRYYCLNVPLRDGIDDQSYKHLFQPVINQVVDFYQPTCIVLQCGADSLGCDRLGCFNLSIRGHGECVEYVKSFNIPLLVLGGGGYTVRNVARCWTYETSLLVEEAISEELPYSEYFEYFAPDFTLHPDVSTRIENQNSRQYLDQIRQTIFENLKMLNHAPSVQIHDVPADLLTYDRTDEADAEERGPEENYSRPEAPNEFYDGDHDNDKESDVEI
PolyA inhibitor: inhibitors of polyadenylation in S. cerevisiae; S. cerevisiae SKY197-pL101 polyadenylation reporter, beta-gal luminescence; efflux-impaired pdr1/pdr3 knockout yeast; score 100 = 6 SD above DMSO; calls only at 12 µM; 300,000 tested, 0.02% active;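 active = lowest replicate activity score at least 50, where 100 means six control SD above control mean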;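 also: yeast exposed to compound for 9 h at 30 °C; higher score means more reporter readthrough which indicates perturbed polyadenylation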
GSK3beta inhib: blocks human GSK3beta kinase activity; GST-GSK3beta kinase, ADP-Glo luminescence, 60 min; hits give low values; activity score (negative = inhibition), % at 10 µM; AID 2097; 300,000 tested, 0.038% active; P49841;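 active = more than half of replicate wells score below -50%, meaning over 50% inhibition versus plate controls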;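 also: 0% = median DMSO wells and -100% = median GW8510 positive control wells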
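Assay system: GST-fused GSK3beta enzyme, cell-free / Medium: Tris pH 7.5 buffer with MgCl2, DTT, BSA, heparin / Also added: peptide substrate plus 25 µM ATP (final) / Compound: 10 µM single point / Timing: kinase reaction with compound 60 min at room temperature / Detection: ADP-Glo luminescence / Benchmarks: DMSO neutral wells and GW8510 at 20 µM as positive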
HSP90 inh: blocks HSP90-mediated luciferase refolding in reticulocyte lysate; Rabbit reticulocyte lysate, luciferase refolding luminescence, 3 h; 290,000 tested, 0.91% active; inhibition, % at 5.6 µM;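 active = inhibition above the screen-wide mean plus 3 SD, computed separately per campaign, cut at about 16% in these data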;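 also: 0% = DMSO wells and 100% = 60 µM geldanamycin wells; inhibitors lower the luminescence because luciferase stays unfolded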
HSF-1 act: increases HSF-1 driven luciferase reporter signal. AID 504408. 300,000 tested, 1.7% active. NIH3T3-HGL HSF-1 luciferase reporter, MG132, 8 h; 100% = twice DMSO control signal. activation, % at 9 µM;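 active = mean replicate activation of at least 50% with a set share of replicates each reaching 50%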;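 also: 0% = median of the neutral control wells and 100% = twice that signal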
Platelet DG rel: platelet dense granule release activity; inhibition, %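 (compounds screened at 7.5 µM in platelet-rich plasma)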; human platelet-rich plasma, SFLLRN dense granule ATP release, luminescence; 300,000 tested, 0.22% active;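 active = mean replicate score, as percent of positive control, at or above 50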
AI-2 QS modul: modulators of Vibrio harveyi AI-2 quorum sensing system | 300,000 tested, 0.4% active | Vibrio harveyi JMH597 AI-2 luminescence/OD600 ratio, 9 h; hits give low values; strain lacks LuxN and CqsS sensors; 0 = neutral-control median | activity change, % at 7.5 µM | AID 2094; in the data active = activity change below about -75%, passing the limit was not always enough;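 also: luminescence divided by OD600 gain over 9 h not by final OD600 alone; inactives centre near 13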
HSF1 inh: HSF1 inhibition | 300,000 tested, 0.77% active | activity change, negative = inhibition, % at 7.5 µM (by protocol) | NIH3T3-HGL HSE-luciferase, MG132-induced, luminescence 8 h; hits give low values;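 active = more than half of replicate wells show activity change below -50%, luminescence cut by over half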;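 also: luciferase reports HSF-1 transcriptional activity via heat shock element; 0% = median of DMSO wells and -100% = zero luminescence signal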
Dyrk1A ADPGlo: Dyrk1A (rat) kinase inhibition | 310,000 tested, 0.43% active | inhibition, % at 12.5 µM | ADP-Glo luminescence, NFATc1 peptide | Q63470; in the data active = inhibition above about 50%;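 also: plate controls were vehicle with enzyme for no effect and no enzyme for full effect; many of its hits are not listed in these tables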
GSK3 alpha inh: human GSK-3 alpha kinase inhibition. ADP-Glo luminescence, 60 min. inhibition, % at 10 µM. 320,000 tested, 0.1% active. AID 2650;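 in the data active = inhibition above about 50%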;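 also: GST-tagged GSK-3 alpha with peptide substrate and 25 µM ATP; 0% = DMSO neutral wells and 100% = GW8510 positive control wells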
Target sequence (P49840 whole entry, looked up): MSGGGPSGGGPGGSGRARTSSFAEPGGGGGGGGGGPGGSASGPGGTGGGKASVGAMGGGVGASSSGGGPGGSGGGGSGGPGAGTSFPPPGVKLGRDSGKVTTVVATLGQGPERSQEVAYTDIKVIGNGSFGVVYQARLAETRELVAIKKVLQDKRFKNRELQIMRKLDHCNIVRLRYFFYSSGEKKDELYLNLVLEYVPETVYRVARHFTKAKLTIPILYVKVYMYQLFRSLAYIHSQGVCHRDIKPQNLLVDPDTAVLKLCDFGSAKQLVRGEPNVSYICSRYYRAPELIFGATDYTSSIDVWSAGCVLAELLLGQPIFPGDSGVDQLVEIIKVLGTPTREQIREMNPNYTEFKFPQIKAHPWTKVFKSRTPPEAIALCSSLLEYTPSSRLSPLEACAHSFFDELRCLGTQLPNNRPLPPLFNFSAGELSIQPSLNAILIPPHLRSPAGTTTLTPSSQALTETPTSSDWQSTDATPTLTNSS
* marks the source's active call; other numbers are inactive results; i = inactive; nt = not tested or not shown. Only part of the results is shown (hit frequency here may not be typical).

Platelet DG rel | Dyrk1A ADPGlo | AI-2 QS modul | GSK3 alpha inh | HSP90 inh | HSF1 inh | HDAC3 inhib | HSF-1 act | GSK3beta inhib | PolyA inhibitor | SMILES
4 | -1 | 12 | 0 | 4 | 6 | 0 | 9 | 3 | i | CCOC(=O)C1(CC2CC2)CCN(Cc2cc(Cl)c(O)c(OC)c2)CC1
-3 | -1 | 17 | -3 | 7 | -6 | 0 | 4 | 3 | i | O=C(O)C1=C[C@@H](c2coc3ccccc3c2=O)C[C@@H](OCc2ccc(CO)cc2)O1
-2 | 5 | 24 | -1 | -2 | -1 | -3 | 4 | -1 | i | C=CCn1c(N)cc(=O)nc1SCC(=O)Nc1ccccc1
3 | -1 | 22 | -3 | 8 | -1 | 6 | -2 | 3 | i | COC(=O)CCCC(=O)Nc1c(F)c(F)c(F)c(F)c1F
-2 | -8 | -62 | -13 | 2 | 6 | 6 | 2 | 2 | i | Cn1cccc1C(=O)NC(=O)COC(=O)c1ccc(O)cc1
-6 | nt | -19 | -2 | -3 | 11 | 4 | 5 | 0 | i | OCC1(Cc2ccccc2)CCN(Cc2ccc(C(F)(F)F)cc2)CC1
-4 | -6 | 12 | 1 | -1 | -6 | 4 | 14 | 3 | i | Cc1cc(C(=O)OCC(=O)c2c(N)n(C)c(=O)n(C)c2=O)c(C)o1
5 | -8 | 13 | -2 | nt | -6 | -5 | 1 | 0 | i | O=C1CC2(CCN(C(=O)c3ccccc3F)CC2)Oc2ccccc21
-7 | -9 | 25 | -3 | 2 | -2 | 7 | -7 | 1 | i | CN(Cc1ccccc1)C(=O)C1CCN(S(C)(=O)=O)CC1
3 | nt | 17 | -2 | 3 | -3 | -8 | 24 | -3 | i | CCOC(=O)C1=C(C)NC(C)=C(C(=O)OCC)C1c1nc2ccccc2[nH]1
-7 | -2 | 19 | -2 | 1 | 12 | 4 | 39 | -1 | i | COc1ccc(N(CC(=O)NCCC2=CCCCC2)S(=O)(=O)c2ccccc2)c(OC)c1
4 | -3 | 16 | 0 | -5 | 3 | -2 | -9 | -2 | i | Cc1ccc(C(=O)N2CC(C)CC(C)C2)cc1NC1=NC2CS(=O)(=O)CC2S1 (centres undefined)
16 | 12 | nt | -3 | -2 | -26 | -4 | -44 | nt | i | COCc1nn2c(N)c(-c3ccccc3)cnc2c1-c1ccccc1
-2 | -6 | 13 | -2 | 0 | 11 | 1 | 13 | 4 | i | O=C(c1ccc2c(c1)C(=O)N(c1ccc(Cl)cc1)C2=O)N1CCN(c2ccccn2)CC1
0 | -2 | 16 | -3 | 5 | -6 | 1 | -15 | 3 | i | Cc1cc(C)n2nc(SCC(=O)N(C)c3ccccc3)nc2n1
4 | nt | -4 | -4 | -1 | 5 | -1 | -2 | 1 | i | Cn1cccc1/C=N/NC(=O)Cc1cccs1
-1 | -5 | 7 | -2 | -2 | -4 | 6 | -21 | 3 | i | COc1cc(C(=O)OC(C)CN2CCCC2)cc(OC)c1OC (centres undefined)
1 | 20 | 5 | -1 | -3 | 7 | 3 | 11 | -3 | i | O=C(O)c1cccc(NC2=Nc3cccc4cccc2c34)c1
-10 | 1 | 10 | -3 | -1 | nt | 1 | nt | -2 | nt | C=CCNc1nc2c(c(=O)n(C)c(=O)n2C)n1CCCCCC
-1 | 3 | 16 | -1 | -3 | 5 | -22 | -5 | 4 | i | O=C(Cn1c2ccc(F)cc2c2nc3n(c(=O)c21)CCS3)NC1CCCC1
-1 | -10 | -69 | -1 | -4 | -4 | -2 | -5 | -1 | i | CCC(NC(=O)c1cc(COc2c(F)cccc2F)on1)c1ccncc1 (centres undefined)
10 | -8 | 26 | 0 | 3 | 6 | 1 | 28 | 2 | i | CC1(C)CC(=O)c2c(n(S(=O)(=O)c3ccccc3)c3ccc(NS(=O)(=O)c4ccccc4)cc23)C1
-13 | -3 | 10 | -1 | -13 | -2 | 3 | -5 | 0 | i | O=C(c1cccc(C(F)(F)F)c1)C1CCCN(C(=O)Cn2cncn2)C1 (centres undefined)
9 | -3 | 12 | nt | -5 | 2 | 2 | -7 | 0 | i | O=C(NCc1ccccc1)C1CCN(S(=O)(=O)c2cc([N+](=O)[O-])ccc2Cl)CC1
0 | nt | 0 | 2 | 2 | -6 | -6 | 7 | -2 | i | O=C(NC1CC2CCCC(C1)N2Cc1cccs1)c1ccc([N+](=O)[O-])cc1 (centres undefined)
-5 | 1 | 5 | -1 | 2 | -7 | -2 | 16 | -1 | i | COc1ccc([N+](=O)[O-])cc1NC(=O)C(C)OC(=O)C1c2ccccc2Oc2ccccc21 (centres undefined)
0 | 1 | 46 | -3 | 0 | 0 | 0 | 30 | 4 | i | CC1(C)CC(=O)C=C(Nc2ccccc2O)C1
nt | 8 | nt | 5 | 24* | nt | -8 | nt | nt | nt | CCC(=O)Nc1ccc2oc(-c3cccc(C)c3)nc2c1
-1 | 0 | 17 | 2 | -4 | 3 | -114 | 6 | -4 | i | Cc1cc(C)c2c(N)c3ccccc3nc2n1
-3 | -2 | 42 | -1 | -5 | 35 | 5 | 39 | 2 | i | Cc1cc(NC(=O)CC2CCCC2)ccc1Br

Pulled by structure from above, two records:
Platelet DG rel | Dyrk1A ADPGlo | AI-2 QS modul | GSK3 alpha inh | HSP90 inh | HSF1 inh | HDAC3 inhib | HSF-1 act | GSK3beta inhib | PolyA inhibitor | SMILES
4 | -1 | 12 | 0 | 4 | 6 | 0 | 9 | 3 | i | CCOC(=O)C1(CC2CC2)CCN(Cc2cc(Cl)c(O)c(OC)c2)CC1
-1 | -10 | -69 | -1 | -4 | -4 | -2 | -5 | -1 | i | CCC(NC(=O)c1cc(COc2c(F)cccc2F)on1)c1ccncc1 (centres undefined)

Later entries:
Platelet DG rel | Dyrk1A ADPGlo | AI-2 QS modul | GSK3 alpha inh | HSP90 inh | HSF1 inh | HDAC3 inhib | HSF-1 act | GSK3beta inhib | PolyA inhibitor | SMILES
-3 | 4 | 11 | 1 | -5 | 5 | -3 | 25 | 1 | i | COc1cccc(CN(C)C(=O)CCc2nnc(-c3ccsc3)o2)c1
2 | -2 | 18 | -3 | 0 | -2 | -1 | 4 | -3 | i | O=C(c1ccc(Cl)cc1)N1CCN(C(=O)c2ccco2)CC1
-8 | 2 | 24 | -2 | 3 | -1 | 0 | -7 | -3 | i | O=C(NCC(=O)N(c1ccccc1)C(C(=O)NC1CCCC1)c1cccnc1)c1cccs1 (centres undefined)
-1 | -1 | 21 | 1 | -1 | -2 | -11 | -1 | -1 | i | COC(=O)c1sc2cc(C(F)(F)F)cnc2c1-c1ccccn1
2 | 12 | 6 | 3 | 1 | -4 | 1 | -5 | -6 | i | CN(C)c1nc(N)nc(/C(C#N)=C/C2CC3C=CC2C3)n1 (centres undefined)
1 | -9 | 15 | 1 | -1 | -5 | -8 | -3 | 1 | i | COc1ccc(-c2nnc(SCC(=O)Nc3nncs3)o2)cc1
-4 | 6 | 8 | 5 | -2 | 4 | -11 | 5 | 2 | i | O=C(O)c1ccc2c(=O)n(-c3ccc(F)cc3)c(=S)[nH]c2c1
1 | -5 | 16 | 2 | 2 | -3 | -3 | 12 | -2 | i | Cc1cc(N(C)/N=C/c2ccccc2O)nc(-c2ccccc2O)n1
-7 | 1 | 13 | 0 | -2 | 1 | 10 | 9 | 2 | i | O=C(CCC(=O)OCCCC(F)(F)C(F)(F)F)Nc1ccccc1
27 | 0 | 33 | -2 | -3 | -2 | 3 | 3 | 2 | i | Cc1ccc(C)c(OCC(=O)Nc2ccccc2N2CCCC2)c1
1 | nt | 52 | 0 | nt | -14 | -3 | -20 | -23 | i | COC(=O)CCC(=O)OC1(C)C(=O)C=C2C=C(C3CC3)OC=C2C1=O (centres undefined)
0 | 9 | nt | 0 | nt | 2 | 0 | -9 | nt | i | C=CCN1C(=O)c2ccc(C(=O)N3CCN(S(=O)(=O)c4ccccc4Br)CC3)cc2C1=O
-1 | 2 | 7 | -2 | 0 | -6 | 0 | -4 | 4 | i | CCNc1nc(Oc2ccccc2)nc(OC(C)C(=O)OCC)n1 (centres undefined)
0 | 3 | 21 | -4 | -1 | 8 | 4 | 12 | 0 | i | CCCCNC(=O)CC1N=C2c3ccccc3N=C(SCC(=O)Nc3ccccc3OC)N2C1=O (centres undefined)
11 | 8 | 25 | 0 | -1 | -1 | -9 | -2 | 1 | i | Cc1noc(C)c1C(=O)NC(C)C12CC3CC(CC(C3)C1)C2 (centres undefined)
19 | nt | 11 | -4 | -1 | 0 | 2 | -1 | 3 | i | O=C(Nc1nnc(SCCC2OCCO2)s1)C1CC(=O)N(c2ccccc2)C1 (centres undefined)
-6 | 2 | 14 | 0 | 2 | 24 | 6 | 51* | 4 | i | COC(=O)/C(=C\C(=O)c1ccccc1)Nc1ccc(OC)cc1
0 | -6 | 13 | -2 | -2 | 2 | -2 | 30 | 2 | i | Cc1ccc(-c2c(C(=O)O)c(C(=O)O)c3n2CSC3)cc1
1 | -4 | 42 | -2 | 2 | -5 | 7 | -15 | 0 | i | COc1ccc(-c2cc(-c3cccs3)c(C#N)c(SCC(=O)NCc3ccccc3OC)n2)cc1
2 | 0 | 30 | -3 | -1 | -4 | 3 | 6 | 15 | i | NS(=O)(=O)c1ccc(NC(=S)NCc2ccco2)cc1
-3 | 0 | -3 | 3 | -1 | -1 | 6 | -4 | 1 | i | COc1cc(C2C(C#N)=C(N)N(c3cccnc3)C3=C2C(=O)CC(C)(C)C3)ccc1O (centres undefined)
1 | 3 | 1 | -1 | -1 | -2 | 7 | 1 | 3 | i | Cc1ccsc1-c1nc(CSCC(=O)N2CCN(c3ccccc3)CC2)c(C)o1
-4 | 8 | 25 | 0 | 0 | -10 | 10 | -2 | -2 | i | O=C(c1ccc(F)cc1)C1CCN(C(=O)c2c(F)cccc2F)CC1
-1 | -3 | 6 | -1 | -1 | 1 | 2 | 27 | 0 | i | CCN(CC)C(=O)c1n[nH]c(=O)c2ccccc12
-7 | -1 | 15 | -1 | 3 | 6 | 6 | 20 | -2 | i | COc1ccccc1CCc1nnc(CCC(=O)NCCCOc2cccnc2)o1
5 | -6 | 12 | 3 | 2 | -10 | 3 | -16 | -1 | i | O/N=C1\CC/C(=N\O)c2nn(-c3ccccc3Cl)nc21
-1 | nt | 13 | 0 | -4 | 4 | 2 | 13 | 0 | i | O=C1NC(CCc2ccccc2)C(=O)N1Cc1cccc2ccccc12 (centres undefined)
93* | 13 | 57 | 0 | 5 | 0 | 4 | 22 | -5 | i | COc1cc2c(cc1OC)-c1cc(Nc3ccccc3C)nc(=O)n1CC2
-2 | -4 | 32 | 1 | -3 | -5 | 0 | -3 | -2 | i | Cn1ccsc1=NC(=O)c1ccc(S(C)(=O)=O)cc1
1 | -25 | 16 | 2 | -1 | -1 | 0 | 1 | 3 | nt | COCCn1c(SCC(=O)Nc2ccccc2)nc2c(oc3ccccc32)c1=O
2 | -5 | -7 | -1 | 3 | 7 | 6 | -16 | -2 | i | CCN(CCN(C)C)C(=O)c1ccc2c(c1NCCO)C(=O)c1ccccc1C2=O
-1 | 8 | 7 | nt | 0 | -5 | nt | 1 | 0 | i | CSC1=N/C(=C\c2ccc(F)cc2)C(=O)S1
-8 | 3 | 28 | -5 | 7 | 2 | -11 | -1 | 4 | i | Cn1c2ccccc2c2nn(-c3ccccc3)c(=O)cc21

From PubChem
